Kir21 inh: inhibitors of mouse Kir2.1 inward-rectifier potassium channel. B-score at 10 µM. HEK293-Kir2.1, FluxOR thallium flux fluorescence; active compounds read low. AID 1672, 2009. 310,000 tested, 0.85% active;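 active = fluorescence ratio B-score at or below minus 3 SD of library scores, with starting-brightness B-score within 2 SD, cut at about -4.2 in these data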;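 note: channel flux triggered by added potassium and thallium sulfate stimulus; B-score of peak minus minimum fluorescence over baseline after thallium stimulus; more negative B-score means stronger Kir2.1 block with less thallium influx; some compounds called inactive have numbers as strong as hits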
KCNQ2 inh: KCNQ2 potassium channel inhibitors, primary screen, cell-based, CHO-K1, FluxOR thallium flux, B-score (AID 2156) | Potassium voltage-gated channel subfamily KQT member 2 (Rattus norvegicus), O88943 | B-score at 10 µM | 310,000 tested, 1.1% active | 20 min; active compounds read low;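 active = fluorescence ratio B-score at most minus 3 library SDs, with starting brightness B-score within 2 library SDs, cut at about -5.5 in these data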
Target sequence (O88943 whole entry, looked up): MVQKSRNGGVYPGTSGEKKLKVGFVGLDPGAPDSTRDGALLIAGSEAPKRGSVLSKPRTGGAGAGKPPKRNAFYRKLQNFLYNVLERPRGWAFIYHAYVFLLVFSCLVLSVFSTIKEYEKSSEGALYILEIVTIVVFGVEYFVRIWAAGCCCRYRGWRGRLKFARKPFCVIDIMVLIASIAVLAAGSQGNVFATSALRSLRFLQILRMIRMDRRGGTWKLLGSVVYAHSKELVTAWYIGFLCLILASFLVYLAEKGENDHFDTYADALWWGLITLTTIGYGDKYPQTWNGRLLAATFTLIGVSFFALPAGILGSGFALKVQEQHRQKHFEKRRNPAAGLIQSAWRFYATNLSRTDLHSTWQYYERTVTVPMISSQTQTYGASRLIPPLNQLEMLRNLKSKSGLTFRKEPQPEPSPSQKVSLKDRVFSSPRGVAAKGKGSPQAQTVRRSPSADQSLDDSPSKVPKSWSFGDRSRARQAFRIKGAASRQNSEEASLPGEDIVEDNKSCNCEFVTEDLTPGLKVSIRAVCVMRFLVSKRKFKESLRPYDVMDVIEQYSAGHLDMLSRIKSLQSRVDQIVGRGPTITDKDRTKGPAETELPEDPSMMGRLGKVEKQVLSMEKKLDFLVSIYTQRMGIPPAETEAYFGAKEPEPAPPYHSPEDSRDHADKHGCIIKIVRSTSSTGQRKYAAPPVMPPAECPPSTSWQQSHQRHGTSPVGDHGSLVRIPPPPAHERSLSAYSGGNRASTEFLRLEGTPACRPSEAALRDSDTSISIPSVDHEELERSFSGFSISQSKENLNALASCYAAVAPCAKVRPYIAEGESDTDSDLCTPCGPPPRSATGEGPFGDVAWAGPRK
Active calls of the source: *; i = inactive.

Kir21 inh | KCNQ2 inh | mol
-1.2 | i | Cc1ccc(NC(=O)CSCc2cc(=O)n3cc(C)sc3n2)c(C)c1
-0.12 | i | COc1ccc(OC)c(C2=NOC(C(=O)NCCN3CCOCC3)C2)c1 (stereo unspecified)
1.14 | -5.92* | O/N=C(/CCc1ccccc1)c1ccc2c(c1)OCCO2
0.07 | i | COc1cccc(COc2nc3c(c(=O)n(C)c(=O)n3C)n2C)c1
0.1 | i | CC1(C)CC(=O)C(c2c[nH]c3ccccc23)C(=O)C1
0.12 | i | N#CCC(=O)Nc1ccccc1C(=O)O
0.15 | i | O=C1N(Cc2ccccc2F)c2ccccc2C12OCCCO2
-0.91 | i | ClC1(Cl)CC1CSc1ncn[nH]1 (stereo unspecified)
0 | i | O=C(Nc1ccccc1)c1nnsc1S(=O)c1ccc(Cl)cc1 (stereo unspecified)
-1.53 | i | Nc1ccc(Sc2ccccc2Cl)nc1
0.92 | i | CCCCCN1N=C(C)CC1=O
-1.38 | i | CCN(CC)CCCNCC(=O)Nc1ccc2c(c1)CCC2
2.66 | i | CN(Cc1ccccc1)C(=O)COC(=O)c1cc(S(=O)(=O)N(C)C)ccc1N1CCCC1
0.38 | i | Cc1ccc2nc(-c3ccc(NC(=O)CN(C)S(=O)(=O)c4ccccc4)cc3)sc2c1
1.61 | i | CCCCN1C[C@H](O)[C@@H](O)[C@H](O)[C@H]1CO
-0.99 | i | CCOC(=O)/C(C#N)=C1/SC(CC)C(=O)N1c1ccc(C)cc1 (stereo unspecified)
1.88 | i | O=C(Nc1ccccc1)/C(=C/c1cccnc1)NC(=O)c1ccco1
0.88 | i | CC(=O)N1CCc2cc(S(=O)(=O)CCC(=O)N3CCC(C)CC3)ccc21
-0.79 | i | CC1(C)Oc2ccc3ccc(=O)oc3c2/C(=C/NCCO)C1=O
1.05 | i | COC(=O)C1CCN(C(=O)Cn2nnc(-c3cccc(F)c3)n2)CC1
-0.37 | i | COc1ccc(-c2nn(-c3ccccc3)cc2C(=O)Nc2ccc(C(=O)O)cc2)cc1OC
-1.07 | i | O=c1[nH]c(CN2CCN(C/C=C/c3ccccc3)CC2)nc2ccccc12
-0.04 | i | COc1ccc(C2CC(=O)C=C(NCc3ccc4c(c3)OCO4)C2)cc1 (stereo unspecified)
-1.78 | i | CC(C)(C)OC(=O)N1CCC[C@H]1c1nnc(SCc2ccccc2)o1
1.01 | i | CCc1ccc(C(C)NC(=O)Cn2cnc3c(=O)n(C)c(=O)n(C)c32)cc1 (stereo unspecified)

In the list so far, 4 have four or more nitrogen atoms:
Kir21 inh | KCNQ2 inh | mol
0.07 | i | COc1cccc(COc2nc3c(c(=O)n(C)c(=O)n3C)n2C)c1
1.05 | i | COC(=O)C1CCN(C(=O)Cn2nnc(-c3cccc(F)c3)n2)CC1
-1.07 | i | O=c1[nH]c(CN2CCN(C/C=C/c3ccccc3)CC2)nc2ccccc12
1.01 | i | CCc1ccc(C(C)NC(=O)Cn2cnc3c(=O)n(C)c(=O)n(C)c32)cc1 (stereo unspecified)

More records follow:
Kir21 inh | KCNQ2 inh | mol
0.61 | i | CCOc1ccc(Nc2oc(-c3cccc(Cl)c3)nc2C#N)cc1
1.36 | i | O=C(CN1CCN(S(=O)(=O)c2ccc(F)cc2)CC1)N1CCOCC1
0.93 | i | Cc1ccc2c(c1)c1nnc(SCC(=O)Nc3ccccc3C(F)(F)F)nc1n2CC(=O)O
0.36 | i | COc1ccc(C(C(=O)NCCC(C)C)N(CCO)C(=O)c2snc(C(N)=O)c2N)cc1OC (stereo unspecified)
-2.54 | i | Cc1ccc(CNC(=O)C2(c3cccs3)CCOCC2)cc1
-0.72 | i | Cc1ccc(S(=O)(=O)N(C)CC(=O)Nc2ccc3c(c2)OCO3)cc1
-1.22 | i | Cc1c(C(=O)Nc2cccc(F)c2)cnn1-c1ccccc1
0.1 | i | Cc1onc(-c2ccccc2)c1C(=O)N1CCN(c2ccccc2F)CC1
-0.39 | i | Cc1nc2ccc(Cl)cc2c(-c2ccccc2)c1CC(=O)O
0.29 | i | Cc1cccc(N(CC(=O)NC2CCCCC2)C(=O)CCCC(=O)Nc2ccccn2)c1
0.02 | i | COc1cccc(CN(C)C(=O)Nc2cccc(C(F)(F)F)c2)c1OC
-0.43 | i | CN1CCCNc2nc3ccccc3nc21
0 | i | Cc1oc2ccc(OCC(N)=O)cc2c1C(=O)OC(C)C
1 | i | COc1ccc(/C(O)=C2/C(=O)C(=O)N(Cc3ccco3)C2c2cccs2)cc1 (stereo unspecified)
0.19 | i | Cc1ccc(-n2c(N)cc(=O)nc2SCC(=O)NC2CCCCC2)cc1C
0.69 | i | CC(=O)Nc1ccccc1-c1nc2ccc(C(=O)N3CCN(c4cccc(C)c4)C(C)C3)cc2[nH]c1=O (stereo unspecified)
1.15 | -5.63* | Cc1nnc(SCC(=O)Nc2ccc(O)cc2)c2ccccc12
0.21 | i | Cc1ccc(C)c(NC(=O)CSc2nnc(-c3cc(C)[nH]n3)n2N)c1
-0.5 | i | CC(C)Nc1ccc(-n2nc3ccccc3[n+]2[O-])cc1
-0.2 | i | COC(=O)C1CC(=O)N(Cc2ccccc2)C1 (stereo unspecified)
0.79 | i | Cc1nc(SCC(=O)O)n[nH]1
-0.14 | i | c1ccc(Oc2c3ccccc3nc3ccccc23)cc1
-0.58 | i | COC(=O)c1c(NC(=O)C2CC2)sc(C(=O)Nc2ccccc2)c1C
-0.79 | i | CCOc1ccc(CC(=O)Nc2nccs2)cc1OCC
0.85 | i | CCc1cccc2c1NC(=O)C21OCCO1
-0.13 | i | C[n+]1ccc(C(=O)Nc2ccccc2Cl)cc1
0.13 | i | Cc1ccccc1S(=O)(=O)Cc1ccc(C(=O)NC2CCCCCC2)o1
-0.06 | i | O=C1OC(N2CCN(C(=O)C3CCCO3)CC2)c2ccccc21 (stereo unspecified)
-0.87 | i | O=C(NC1CC(=O)N(c2ccccc2)C1)C1CC1 (stereo unspecified)
-0.52 | i | Cc1cccc(C2=NN(c3ccc(Br)cc3)[C@@H](C(=O)N3CCOC3=O)[C@@H]2c2ccc(F)cc2)c1
-0.76 | i | CCOC(=O)c1cc(-c2ccccc2)sc1NC(=O)COC(=O)c1ccc(Cl)c(S(N)(=O)=O)c1
0.04 | i | Cc1cc(NC(=O)c2ccc3c(c2)OCO3)no1
0.64 | i | C=CCN(CC=C)Cc1c(C)[nH]c2ccc(C(=O)OCC)cc2c1=O
2.23 | i | CC(=O)N1CCc2cc(Br)cc(S(=O)(=O)NCC3CCCO3)c21 (stereo unspecified)
1.32 | i | C(=N\n1cnnc1)/c1cccc(OCCOc2ccccc2)c1
-1.55 | i | COc1ccccc1N(C(=O)c1ccco1)C(C(=O)NC1CCCC1)c1cccs1 (stereo unspecified)
0.01 | i | Cc1nc(N)nc(Nc2ccc(C#N)cc2)c1Br
-0.98 | i | COc1ccc(C2N=C(c3ccccc3)C(C)(C)N2O)cc1OC (stereo unspecified)
0.86 | i | CC(C)(C)CC(=O)Nc1nnc(CCc2ccccc2)s1
0.05 | i | O=C(NCCS(=O)c1ccc(Cl)cc1)c1cccc(Cl)c1 (stereo unspecified)
-5.23* | i | O=C(/C=C/c1ccc2c(c1)OCO2)c1cccnc1
0 | i | Cc1ccc(C(=O)Nc2ccccc2)cc1S(=O)(=O)Nc1ccc(Cl)cn1
0.61 | i | CN(CC(=O)Nc1ncn[nH]1)S(=O)(=O)c1ccc(Br)cc1
-0.47 | i | Cn1cc(C(=O)Nc2ccc(F)c(Cl)c2)cn1
0 | i | Cc1nc2ccccc2c(=O)n1/N=C/c1ccccc1Cl
-0.33 | i | Cc1ccccc1Sc1ccc([N+](=O)[O-])cn1
-0.57 | i | CCOc1ccc(NC(=O)CN(C)C(=O)c2cc([N+](=O)[O-])ccc2N2CCCCC2)cc1OCC
-0.1 | -8.14* | Cn1nc(-c2ccccc2)c(C#N)c1Sc1cccc(Cl)c1
-0.43 | i | c1ccc(OCCN2CCOCC2)cc1
1.53 | i | CC(=O)Nc1ccc(NC(=O)CSc2nnc3ccc(-c4cccnc4)nn23)cc1

Continuation.
Kir21 inh | KCNQ2 inh | mol
0.58 | i | COC(=O)C1=C(C)N(C)C(=O)NC1c1cccc2ccccc12 (stereo unspecified)
-0.52 | i | CCn1c2ccccc2c2cc([N+](=O)[O-])ccc21
-0.4 | i | O=C(O)CCNc1ccc2c(c1)OCCO2
-0.13 | i | CCC(C)(C)NC(=O)C(c1cccc(OC)c1OC)N(C(=O)CCC(=O)Nc1cc(C)on1)C(C)C (stereo unspecified)
0.18 | i | N#CC1=C(N)OC2=C(C(=O)CC(c3ccccc3)C2)C1c1ccc2c(c1)OCO2 (stereo unspecified)
-0.12 | i | COC(=O)c1ccc(N2CCN(C)CC2)c(NC(=O)COc2ccccc2)c1
0.02 | i | COc1ccc(NC(=O)c2sc3nc(N4CCCC4)c4c(c3c2N)CC(C)(C)OC4)cc1
0.31 | i | Cc1ccc(N2C(=O)CSC2=S)cc1C
-0.96 | i | Cc1cccc(OC(C)C(=O)NC2CCS(=O)(=O)C2)c1C (stereo unspecified)
0.41 | i | Cn1cc(Br)c(-c2cccc(NC(=O)CC(C)(C)CC(=O)O)c2)n1
1.48 | i | CCn1c(=NC(=O)c2ccc(S(=O)(=O)N(C)C)cc2)sc2cccc(OC)c21
1.43 | i | Fc1ccc(CSc2ccc(-c3ccco3)nn2)cc1
1.56 | i | Cn1c2ccccc2c2nnc(SC3CCOC3=O)nc21 (stereo unspecified)
-3.5 | i | CC(C)c1nc2oc3c(NCC4CCCO4)ncnc3c2c2c1CCC2 (stereo unspecified)
-1.41 | i | O=C(NCCOc1ccccc1)c1cc(C(=O)NCCOc2ccccc2)cc([N+](=O)[O-])c1
1.34 | i | O=C(Nc1ccc(S(=O)(=O)Nc2cnc3ccccc3n2)cc1)c1ccc(F)cc1
0.01 | i | Cc1ccc(-c2nc(NCCN3CCOCC3)c3ccccc3n2)cc1
-1.6 | i | CC1CC1C(=O)N1CCN(S(=O)(=O)c2cccc(F)c2)CC1 (stereo unspecified)
-2.03 | i | CN1/C(=C/C(=O)c2nc(S(C)(=O)=O)ncc2Cl)C(C)(C)c2ccccc21
0.64 | i | O=C(NNC(=O)c1ccccc1Cl)c1ccccc1Cl
0.94 | i | COc1ccccc1N1CCN(C(=O)CSc2nnc(NC(=O)c3ccco3)s2)CC1
-0.26 | i | CCOC(=O)N1CCN(S(=O)(=O)N2CCCC(C(=O)NCc3ccccc3OC)C2)CC1 (stereo unspecified)
-0.63 | i | O=C(OCC#Cc1c(COC(=O)c2ccccc2)nnn1Cc1ccccc1)c1ccccc1
1.12 | i | O=C(CNS(=O)(=O)/C=C/c1ccccc1)OCC(=O)N1CCC(Cc2ccccc2)CC1
0.03 | i | C=CCN1C(=O)C2C(C(=O)NC3CCCC3)C3C=CC2(O3)C1C(=O)NC1CCCC1 (stereo unspecified)
0.33 | i | CCC(CC)NC(=O)Nc1cccc(C)c1C
1.27 | i | COC(=O)c1nnn(-c2cccc(Cl)c2)c1C(=O)OC
1.16 | i | OC(c1ccccc1)C(O)c1ccccc1 (stereo unspecified)
1.69 | i | Cc1c(Cl)cccc1NC(=O)CC1SCCNC1=O (stereo unspecified)
0.06 | i | Cn1nc(-c2ccc(Cl)cc2)cc1NC(=O)Nc1ccccc1
-0.74 | -6.29* | COc1ccc(C(CNC(=O)c2oc3ccc(F)cc3c2C)N2CCCCC2)cc1 (stereo unspecified)
-0.62 | i | Cc1ccc(/C=N/NC(=O)c2cccc(S(=O)(=O)Nc3ccccc3Cl)c2)s1
0.09 | i | O=P(c1ccccc1)(c1ccccc1)C(O)c1ccncc1 (stereo unspecified)
0.09 | i | O=C(c1cccs1)n1nc(-c2ccccc2)nc1NCc1ccc(F)cc1
-0.14 | i | CC(=O)N1CCOc2ccc(S(=O)(=O)N3CCC(C(=O)Nc4cc(C)cc(C)c4)CC3)cc21
-5.92e-16 | i | CN1CCN(c2ccc(NC(=O)COc3ccccc3)cc2Cl)CC1
-0.54 | i | Cc1ccc(S(=O)(=O)N2CCCC2)cc1C(=O)NCCN1CCOCC1
-0.16 | i | COc1ccc(N=Cc2ccc[nH]2)cc1
0.3 | i | COc1ccc(-c2csc(Cc3nnc(N4CCOCC4)n3-c3ccccc3)n2)cc1OC
-2.44 | i | COC(=O)c1ccccc1NC(=O)CSc1nnc(C(C)NC(=O)c2ccc(Cl)cc2Cl)n1C (stereo unspecified)
-0.82 | i | O=[N+]([O-])c1ccc2c(c1)C=C1CCCCC1(N1CCCC1)O2 (stereo unspecified)
1.55 | i | O=C(NC1CCCCC1)C(c1ccccc1)N1CCOCC1 (stereo unspecified)
-0.38 | i | CCCSc1oc(-c2ccco2)nc1S(=O)(=O)c1ccccc1
-0.91 | i | CC1=C(C(=O)Nc2cc(C(=O)NCCC(C)C)ccc2C)SCCO1
0.55 | i | COc1ccc(/C=N/NC(=O)c2ccc(Cn3cc([N+](=O)[O-])cn3)o2)c(OC)c1C
1.58 | i | CC(=O)c1c(C)[nH]c(C(=O)Nc2cccc3ccccc23)c1C
-0.64 | i | COC(=O)c1cc(S(=O)(=O)NCCN2CCN(c3ccccc3F)CC2)c[nH]1

Retrieved by structure from the entries so far:
Kir21 inh | KCNQ2 inh | mol
-0.06 | i | O=C1OC(N2CCN(C(=O)C3CCCO3)CC2)c2ccccc21 (stereo unspecified)
0.88 | i | CC(=O)N1CCc2cc(S(=O)(=O)CCC(=O)N3CCC(C)CC3)ccc21
-1.6 | i | CC1CC1C(=O)N1CCN(S(=O)(=O)c2cccc(F)c2)CC1 (stereo unspecified)
-0.04 | i | COc1ccc(C2CC(=O)C=C(NCc3ccc4c(c3)OCO4)C2)cc1 (stereo unspecified)
-0.13 | i | C[n+]1ccc(C(=O)Nc2ccccc2Cl)cc1
-1.55 | i | COc1ccccc1N(C(=O)c1ccco1)C(C(=O)NC1CCCC1)c1cccs1 (stereo unspecified)

Whole records, looked up by structure.
O=c1[nH]c(CN2CCN(C/C=C/c3ccccc3)CC2)nc2ccccc12 is listed as Kir21 inh = -1.07; KCNQ2 inh = i
c1ccc(OCCN2CCOCC2)cc1 is listed as Kir21 inh = -0.43; KCNQ2 inh = i

From PubChem BioAssay
